# TrxR1 substrate = rat thioredoxin reductase 1 substrate activity; 390,000 compounds, 0.01% hits; AID 588456; Potency, µM (top dose mostly 114 µM), for the others: at the highest dose activity change, negative = substrate turnover; O89049; purified TrxR1 substrate turnover, NADPH consumption readout; note: potency is the fitted concentration of half-maximal effect; % is set by controls: 0 for no effect and ±100 for the full control effect; nearly all actives have a fitted effect of over 50% in size
# Target sequence (O89049 whole entry, looked up): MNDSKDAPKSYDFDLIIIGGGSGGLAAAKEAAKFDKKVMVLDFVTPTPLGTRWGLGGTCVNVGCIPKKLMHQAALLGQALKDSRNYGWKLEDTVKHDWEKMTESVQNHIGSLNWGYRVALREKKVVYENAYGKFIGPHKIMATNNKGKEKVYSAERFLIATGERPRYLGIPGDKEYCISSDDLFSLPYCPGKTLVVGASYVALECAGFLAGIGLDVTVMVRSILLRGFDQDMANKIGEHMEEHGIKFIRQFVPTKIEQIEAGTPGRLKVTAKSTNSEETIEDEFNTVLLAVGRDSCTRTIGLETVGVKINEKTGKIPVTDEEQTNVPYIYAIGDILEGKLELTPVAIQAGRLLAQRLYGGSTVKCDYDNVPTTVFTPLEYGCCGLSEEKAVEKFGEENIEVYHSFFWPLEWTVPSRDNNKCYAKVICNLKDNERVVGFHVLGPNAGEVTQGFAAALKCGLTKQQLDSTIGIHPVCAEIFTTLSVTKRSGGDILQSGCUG
#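 Rat TrxR1, dispensed at 90 nM, was prereduced with 400 uM NADPH (final) for 5 min at ~22 deg C, then incubated with compound 15 min before 400 uM selenite. A first-read NADPH fluorescence drop versus no-compound background flagged substrates.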
# TrxR1 inh = blocks rat thioredoxin reductase 1. recombinant rTrxR1, NADPH fluorescence consumption, selenite substrate. Potency, µM (titrated, usually from 114 µM), inactives show top-dose activity change, negative = inhibition, usual class: inhibitors. 390,000 compounds, 1% hits; note: potency is the fitted concentration of half-maximal effect; % is set by controls: 0 for no effect and ±100 for the full control effect; nearly all actives have a fitted effect of over 65% in size
#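 Rat TrxR1 (90 nM in the dispensed reagent) was pre-reduced with 400 uM NADPH for 5 min at room temperature, then incubated with compound for 15 min. After 400 uM selenite was added, NADPH fluorescence (Ex 340/Em 450 nm) was followed for 8 min.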
# TRHR agonist = activates the human TRH receptor. activation, % at 2 µM. P34981. TRHR cells, calcium flux fluo-8, FDSS agonist mode. 360,000 compounds, 0.18% hits; in the data active = activation above about 30%; note: 0% is about no effect
#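 In this calcium-flux screen, cells bearing human TRHR are dye-loaded with fluo-8, baselined for 10 cycles, then exposed to library compounds; positive kinetic calcium responses during the agonist phase mark hits, with TRH as control.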
# D2 antag = antagonizes the human D2 dopamine receptor; P14416; HEK293 TREx D2 cells, calcium flux, dopamine EC80; inhibition, % at 10 µM; 340,000 compounds, 2% hits; in the data active = inhibition above about 30%; note: 0% is about no effect
#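 Tetracycline-induced HEK293 TREx cells expressing D2 receptor forced-coupled to calcium signalling, loaded with no-wash calcium dye. Compounds added and calcium flux read 180 s, then dopamine added at EC80 and read a further 180 s.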
# mIDH1 inhibitor = blocks human mutant IDH1 R132H enzyme. Potency, µM (top dose mostly 76.6 µM), inactives show at the highest dose activity change, negative = inhibition, actives largely listed as inhibitors. 390,000 compounds, 0.093% hits. O75874. IDH1-R132H enzyme, NADPH consumption, diaphorase/resazurin fluorescence; note: potency is the fitted concentration of half-maximal effect; % is set by controls: 0 for no effect and ±100 for the full control effect; nearly all actives have a fitted effect of over 65% in size
# Target sequence (O75874 whole entry R132H, stated change not applied): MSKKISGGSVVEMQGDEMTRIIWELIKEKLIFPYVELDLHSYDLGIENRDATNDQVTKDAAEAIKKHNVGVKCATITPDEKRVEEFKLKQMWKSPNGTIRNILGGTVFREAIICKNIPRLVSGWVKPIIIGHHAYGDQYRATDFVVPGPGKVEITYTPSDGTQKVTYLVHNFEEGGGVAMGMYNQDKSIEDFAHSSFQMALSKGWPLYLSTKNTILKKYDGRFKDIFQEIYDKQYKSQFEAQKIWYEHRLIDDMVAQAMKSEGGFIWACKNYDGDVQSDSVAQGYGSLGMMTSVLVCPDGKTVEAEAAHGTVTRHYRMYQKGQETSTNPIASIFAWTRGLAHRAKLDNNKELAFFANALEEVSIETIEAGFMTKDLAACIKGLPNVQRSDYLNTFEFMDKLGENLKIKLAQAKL
#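 IDH1-R132H (0.5 ug/mL dispensed) in pH 7.5 Tris buffer was preincubated 30 min with compound, then given a substrate mix of 0.016 mM NADPH and 2 mM alpha-KG for 80 min at room temperature; remaining NADPH was read by diaphorase/resazurin fluorescence.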
# TRHR enhancer = allosteric enhancers of human TRH receptor | P34981 | TRHR cells, fluo-8 calcium fluorescence, EC20 TRH enhancement | enhancement, % at 2 µM | 360,000 compounds, 0.66% hits | AID 493056; in the data active = enhancement above about 30%; note: 0% is about no effect
#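 TRHR-expressing cells loaded with fluo-8 calcium dye were read kinetically (ex 480/em 530) during compound addition, then stimulated with an EC20 of TRH (10 nM final). Enhancement of the Gq-mediated intracellular calcium response was scored.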
# Pin1 inhibitor = blocks the human prolyl isomerase Pin1. AID 504891. 390,000 compounds, 0.009% hits. Potency, µM (series often up to 115 µM), for the others: top-dose activity, negative = inhibition, usual class: inhibitors. Pin1 FP peptide displacement, HiFluor488, 10 min; active = well fitted inhibition curve with a large enough effect in the polarisation, with a control signal flat, not every such curve was filed as active; inconclusive = small, poorly fitted or top-dose-only effect, or effect the other way, or a change in a side signal; inactive = no such curve, though single readings can be large or run the other way; the % refers to the polarisation; note: potency is the fitted concentration of half-maximal effect; % is set by controls: 0 for no effect and ±100 for the full control effect
# Target sequence (Q13526 whole entry, looked up): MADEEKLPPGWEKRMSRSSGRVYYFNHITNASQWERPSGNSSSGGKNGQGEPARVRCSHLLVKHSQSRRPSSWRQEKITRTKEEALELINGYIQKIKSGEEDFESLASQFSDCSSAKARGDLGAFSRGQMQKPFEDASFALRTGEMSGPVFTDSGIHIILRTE
# USP1-UAF1 inh = USP1/UAF1 (human) deubiquitinase inhibition. recombinant USP1/UAF1, Ub-Rhodamine cleavage fluorescence. 390,000 compounds, 0.23% hits. Potency, µM (top dose mostly 57.1 µM), for the others: at the highest dose activity change, negative = inhibition, most hits filed as inhibitors. O94782. AID 743255; note: potency is the fitted concentration of half-maximal effect; % is set by controls: 0 for no effect and ±100 for the full control effect; nearly all actives have a fitted effect of over 60% in size; inactives centre near -12
#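 USP1/UAF1 complex (1 nM) preincubated 15 min at room temperature with compound, then Ub-Rho substrate (150 nM final) added. Kinetic fluorescence at 480/540 nm over 6 reads at 60 s intervals; 50 mM HEPES pH 7.8, 0.5 mM EDTA, 0.1 mg/ml BSA, 1 mM TCEP, 0.01% Tween-20.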
# D2 ag = D2 dopamine receptor (human) agonism. P14416. HEK293 T-REx D2 cells, calcium flux agonist mode. activation, % at 2 µM. 340,000 compounds, 0.53% hits. AID 485358;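 active = activation over 3 SD above normal in the single-dose calcium agonist read, cut at about 30% in these data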; note: 0% is about no effect
#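 Tetracycline-induced HEK293 Trex cells with D2 receptor force-coupled to calcium signaling, plated overnight at 30 C and loaded with no-wash calcium dye. Calcium flux read kinetically for 180 s after compound addition; responses flag agonists.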
# * marks the source's active call; other numbers are inactive results; ? = inconclusive; . = no result given; & = joins results of further samples; [ ] = remark or other dose. Unless noted, calls come from the whole dose curve; as a rule, active = well fitted inhibition curve with a large enough effect; inconclusive = small, poorly fitted or top-dose-only effect; inactive = no such curve, though single readings can be large or run the other way. Not all compounds are listed; the hit share may differ from the screen's.
1) Cc1c(NC(=O)CSc2n[nH]c(-c3ccccc3)n2)c(=O)n(-c2ccccc2)n1C
2) COc1ccc(OC)c(NC(=O)c2ccccc2SC)c1
3) O=C(O)c1cc(-c2ccccc2)on1
4) Cc1cccc(Cc2c(C)[nH]c(=O)c(C#N)c2C)c1
5) CCc1ccc(CNC(=O)Cn2c(-c3cccs3)cc3cc(F)ccc32)cc1
6) COC(=O)/C(C#N)=C/c1c(N2CCCCCC2)nc2ccccn2c1=O
7) c1ccc(C(c2ccccc2)c2noc(CN3CCN(C4CCCC4)CC3)n2)cc1
8) Cc1ccc(C)c(NC(=O)C(=O)NCC(c2cccnc2)N2CCN(c3ccc(F)cc3)CC2)c1 (configuration not stated)
9) Cc1cc2c(s1)c1cnn(Cc3ccccc3F)c(=O)c1n2C
10) COc1cccc(NC(=O)c2oc3ccccc3c2NC(=O)C23CC4CC(CC(C4)C2)C3)c1

assay / entry,1,2,3,4,5,6,7,8,9,10
TrxR1 substrate,-1%,4%,11%,5%,53%[activator],1%[57.1 µM],6%,-12%,-6%,1%
TrxR1 inh,9%,9%,-12%,37%,22%,-14%[57.1 µM],24%,-24%,12%,19%
TRHR agonist,-1.0,-1.0,1.9,-0.2,-1.5,-0.8,-0.7,-0.4,-0.8&1.3&1.1,1.1
D2 antag,-22,-7,-3,-10,.,.,26,.,20,.
mIDH1 inhibitor,0%,3%,4%,-9%,12%,-1%,-7%,0%,-2%,4%
TRHR enhancer,-3,4,-8,-6,12,3,-10,-9,0&-7&-3,3
Pin1 inhibitor,-2%,2%,26%,-2%,0%,7%,-1%,2%,3%&1%&4%,-4%
USP1-UAF1 inh,-13%,0%,-8%,-21%,-24%,-11%,-20%,-21%,-1%,?
D2 ag,-1.6,0.4,0.4,0.5,-1.0,.,-0.5,0.8,0.3,-0.2

11) COCCn1c(SCC(=O)NC2CCCC2)nnc1-c1ccco1
12) O=C(Cc1ccccc1Cl)Nc1ccc(S(=O)(=O)Nc2nccs2)cc1
13) O=C(C1=C(O)C(=O)N(Cc2ccco2)C1c1cccc([N+](=O)[O-])c1)c1ccco1 (configuration not stated)
14) C/C=N/N(c1ccccc1)c1ccccc1
15) O=C(Nc1cccc(F)c1)NC1(C(=O)N2CCOCC2)CCCCC1
16) COc1cc(NS(=O)(=O)c2cc(C(=O)NCCc3ccccn3)ccc2OC)cc(OC)c1
17) CC(=O)OCCOc1nc(NC(C)C)nc(NC(C)C)n1
18) CC(C)C(NC(=O)c1ccco1)C(=O)NCC(c1ccco1)N1CCCCC1 (configuration not stated)
19) COc1ccc(NC(=O)c2sc3nc(C)nc(N4CCN(c5ccccn5)CC4)c3c2C)c(OC)c1
20) CC(=O)c1ccc(NC(=O)Cn2c(=O)oc3cc(S(=O)(=O)N4CCCCC4)ccc32)cc1

assay / entry,11,12,13,14,15,16,17,18,19,20
TrxR1 substrate,-1%,5%,-23%,-1%,-9%,3%,-3%,-2%,-3%,4%
TrxR1 inh,0%,24%,?,18%,1%[57.1 µM],21%,-2%[57.1 µM],?,-6%,11%
TRHR agonist,0.6,0.4,0.2,-0.3,0.4,.,0.0,-1.6,0.5,0.1
D2 antag,10,-3,-2,5,9,.,-2,0,14,.
mIDH1 inhibitor,1%,-8%,15%,-2%,0%,-4%,4%,0%,-6%,9%
TRHR enhancer,-5,5,1,3,10,.,5,1,14,-4
Pin1 inhibitor,-5%,-2%,-20%,0%,3%,3%,6%,4%,0%,16%
USP1-UAF1 inh,-25%,-26%,-11%,-14%,-3%,-7%,-15%,-19%,-8%,?
D2 ag,0.0,1.0,0.1,-0.6,0.9,.,2.3,1.7,0.2,18

# A second format for some results above.
# Below each SMILES – TrxR1 substrate	TrxR1 inh	TRHR agonist	D2 antag	mIDH1 inhibitor	TRHR enhancer	Pin1 inhibitor	USP1-UAF1 inh	D2 ag
[14] C/C=N/N(c1ccccc1)c1ccccc1
→ -1%	18%	-0.3	5	-2%	3	0%	-14%	-0.6
[15] O=C(Nc1cccc(F)c1)NC1(C(=O)N2CCOCC2)CCCCC1
→ -9%	1%[57.1 µM]	0.4	9	0%	10	3%	-3%	0.9
[16] COc1cc(NS(=O)(=O)c2cc(C(=O)NCCc3ccccn3)ccc2OC)cc(OC)c1
→ 3%	21%	.	.	-4%	.	3%	-7%	.

# Additional compounds follow.
21) O=C(COc1ccccc1F)NNC(=O)Cc1ccc(S(=O)(=O)N2CCOCC2)s1
22) CCOC(=O)N/N=C\c1sccc1C
23) COc1ccccc1N1CCN(S(=O)(=O)c2c(C)sc3ncn(CC(=O)N(C)c4ccc(C(C)C)cc4)c(=O)c23)CC1
24) Cc1cc(/C=N/Nc2nc(N)ncc2[N+](=O)[O-])c(C)n1-c1ccccc1F
25) CNC(=S)N1N=C(c2ccc(OC)cc2)CC1c1ccc(N(C)C)cc1 (configuration not stated)
26) COc1ccc(S(=O)(=O)Nc2cccc3c2O[C@H](CN(C)S(=O)(=O)c2cn(C)cn2)[C@@H](C)CN([C@H](C)CO)C3=O)cc1
27) C=CCSc1nc(C)c2cc(C)cc(C)c2n1
28) Cc1nn2c(=O)cc(COC(=O)c3c(F)cccc3Cl)nc2s1
29) O=C(/C=C/c1ccccc1)Nc1cccc(C(=O)N2CCCCC2)c1
30) CCOC(=O)[C@@H]1[C@H]2COc3ccc(Br)cc3[C@@H]2N2C(=O)N(c3cccc(Cl)c3)C(=O)[C@]12C

assay / entry,21,22,23,24,25,26,27,28,29,30
TrxR1 substrate,4%,-3%,-6%,.,9%[57.1 µM],6%,2%[57.1 µM],2%,2%,-1%
TrxR1 inh,22%,-13%,12%,.,9%[57.1 µM],25%,2%[57.1 µM],3%,9%,27%
TRHR agonist,0.4,-0.2,0.2,-0.6,0.1,.,-0.7,0.0,.,.
D2 antag,7,-14,.,-6,-5,.,-5,-6,.,.
mIDH1 inhibitor,8%,0%,0%,.,1%,2%,4%,1%,0%[38.3 µM],-7%
TRHR enhancer,5,-4,2,17,-13,.,5,-3,.,.
Pin1 inhibitor,9%,-3%,23%,.,23%,-6%,8%,-6%,-1%,6%
USP1-UAF1 inh,-15%,-10%,-20%,.,-19%,-17%,-10%,0%,-14%,2%
D2 ag,0.1,0.5,-0.1,15,0.7,.,-2.0,0.1,.,.

31) CC(Oc1ccccc1Br)C(=O)N1CCc2ccccc21 (configuration not stated)
32) CN1CCCN(C(=O)/C=C/c2ccc(Cl)cc2Cl)CC1
33) CC1(C)Cc2c(cnn2-c2cccc(F)c2)C(NC(=O)CCN2CCCC2=O)C1 (configuration not stated)
34) O=C(NNC(=O)c1ccccc1Cl)c1ccc2c(c1)OCCO2
35) CC(CCN1C(Nc2ccccc2)=NC[C@@H]1C)c1ccccc1 (some centres not stated)
36) COc1cccc(N(C(=O)Cn2nnc(-c3ccc(Cl)cc3)n2)C(C(=O)NCC2CCCO2)c2ccc(C)cc2)c1 (configuration not stated)
37) COC(=O)c1cc2n(n1)CCCNC2=O
38) CC1CC(=O)N(C)c2ccc([N+](=O)[O-])cc2N1 (configuration not stated)
39) COc1cccc(C(O)c2cnc(C(C)C)n2C)c1OC (configuration not stated)
40) COc1ccc(C(=O)NCCSC2CCCCC2)cc1

assay / entry,31,32,33,34,35,36,37,38,39,40
TrxR1 substrate,-9%,-4%,-8%,3%,1%,0%[57.1 µM],5%,10%[57.1 µM],12%,-3%
TrxR1 inh,-10%,-1%,-6%,22%,11%,11%[57.1 µM],33%,14%[57.1 µM],25%,11%
TRHR agonist,0.2,1.0,0.4,.,1.9,-0.3,-0.1,0.1,0.3,-0.2
D2 antag,-6,-23,1,.,14,.,1,3,-21,11
mIDH1 inhibitor,8%,0%,-1%,-3%,5%,1%,4%,1%,6%,3%
TRHR enhancer,-18,0,-1,.,0,10,-6,1,-3,1
Pin1 inhibitor,4%,5%,-2%,-8%,-13%,1%,2%,-5%,7%,1%
USP1-UAF1 inh,-12%,-6%,-1%,-23%,-21%,-1%,-3%,-8%,-4%,-4%
D2 ag,-0.7,0.2,0.4,.,1.0,.,0.5,-3.4,0.6,0.0

41) Cc1ccc(S(=O)(=O)N2CCN(C(=O)COC(=O)/C=C/c3ccccc3[N+](=O)[O-])CC2)c(C)c1
42) COc1ccccc1CNC(=O)C(=O)Nc1nccs1
43) COc1ccc(C(CNC(=O)c2cccc(S(=O)(=O)Nc3ccccc3OC)c2)N2CCCC2)cc1 (configuration not stated)
44) OCC1(O)OC[C@@H](O)[C@H]1O (some centres not stated)
45) CC(=O)N/C(=C\c1ccccc1)C(=O)OCC(=O)c1c(N)n(CC(C)C)c(=O)n(C)c1=O
46) Cc1cccc(Cn2c(SCc3ccc(C(=O)N4CCCCCC4)cc3)nc3ccncc32)c1
47) COc1ccc(C(=O)NCC(=O)Nc2cccc(S(=O)(=O)N3CCCC3)c2)cc1
48) CN(C)C(=O)c1ccc(NC(=O)c2cncc(Br)c2)cc1

assay / entry,41,42,43,44,45,46,47,48
TrxR1 substrate,14%[57.1 µM],9%[57.1 µM],4%,5%[57.1 µM],-8%,-9%,-3%,1%
TrxR1 inh,21%,17%[11.4 µM],13%,-5%[57.1 µM],-10%,-17%,-4%,4%
TRHR agonist,-0.4,0.4,0.3,-1.8,0.2,-1.2,.,0.7
D2 antag,27,8,-8,-11,9,.,.,-19
mIDH1 inhibitor,2%,20%,3%,6%,0%,13%,5%,5%
TRHR enhancer,0,8,16,6,0,13,.,4
Pin1 inhibitor,-3%,-6%,2%,5%,-5%,3%,-3%,-1%
USP1-UAF1 inh,-15%,13%,-6%,-4%,-17%,-8%,-19%,-21%
D2 ag,-0.6,-0.4,1.1,-1.8,-0.3,-2.2,.,-0.2

# Bioassay records from PubChem BioAssay.
